Screening data (PubChem BioAssay)
BLM helicase inh – qHTS Assay for Inhibitors of Bloom's syndrome helicase (BLM). RecQ-like DNA helicase BLM (Homo sapiens), P54132. recombinant BLM DNA unwinding, fluorescence dequenching. Potency, µM (titrated, usually from 56.1 µM), inactives show at the top dose activity change, negative = inhibition, most hits filed as inhibitors. hit rate 0.2% among 350,000;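 further: potency means the concentration at half of the fitted maximal effect; plate controls were vehicle for no effect and no enzyme for full effect; nearly all actives have a fitted effect of over 35% in size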
Pol iota inh – qHTS for Inhibitors of Polymerase Iota; hit rate 1% among 390,000; DNA polymerase iota (Homo sapiens), Q9UNA4; Potency, µM (highest dose often 115 µM), for the others: top-dose activity, negative = inhibition, most hits filed as inhibitors; Pol iota fluorescent replication assay, 10 min; further: potency means the concentration at half of the fitted maximal effect
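Fluorescent replication assay read twice, at 0 min and 10 min after adding 50 nM (final) substrate. Enzyme (10 nM) and compounds were first incubated 15 min at room temperature; enzyme-free buffer wells were negative controls.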
Glioma ERSR ind – qHTS for Inducers of the Endoplasmic Reticulum Stress Response (ERSR) in Human Glioma: qHTS; U87-MG GRP78 promoter luciferase reporter, 16 h; AID 602332, 2012; hit rate 0.02% among 420,000; Potency, µM, for inactives: top-dose activation, usual class: activators; further: potency means the concentration at half of the fitted maximal effect; series mostly up to about 76 µM; % of control where 0% means no effect; nearly all actives have a fitted effect of over 35% in size
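ERSR induction read as luciferase luminescence (Bright-Glo, 10 min at room temperature) in stably transfected human U87-MG glioma cells exposed to compounds for 16 h, using GRP78 as sensor.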
Pol kappa inh – qHTS for Inhibitors of Polymerase Kappa; DNA polymerase kappa (Homo sapiens), Q9UBT6; purified Pol kappa, fluorescent DNA synthesis assay, 10 min; Potency, µM (doses to about 107 µM), without a hit: at the highest dose activity, negative = inhibition, hits mostly inhibitors; hit rate 0.53% among 400,000; AID 588579, 2011; further: potency means the concentration at half of the fitted maximal effect; on the % scale 0 is the no-effect control and ±100 the full control effect
Target sequence (Q9UBT6 whole entry, looked up): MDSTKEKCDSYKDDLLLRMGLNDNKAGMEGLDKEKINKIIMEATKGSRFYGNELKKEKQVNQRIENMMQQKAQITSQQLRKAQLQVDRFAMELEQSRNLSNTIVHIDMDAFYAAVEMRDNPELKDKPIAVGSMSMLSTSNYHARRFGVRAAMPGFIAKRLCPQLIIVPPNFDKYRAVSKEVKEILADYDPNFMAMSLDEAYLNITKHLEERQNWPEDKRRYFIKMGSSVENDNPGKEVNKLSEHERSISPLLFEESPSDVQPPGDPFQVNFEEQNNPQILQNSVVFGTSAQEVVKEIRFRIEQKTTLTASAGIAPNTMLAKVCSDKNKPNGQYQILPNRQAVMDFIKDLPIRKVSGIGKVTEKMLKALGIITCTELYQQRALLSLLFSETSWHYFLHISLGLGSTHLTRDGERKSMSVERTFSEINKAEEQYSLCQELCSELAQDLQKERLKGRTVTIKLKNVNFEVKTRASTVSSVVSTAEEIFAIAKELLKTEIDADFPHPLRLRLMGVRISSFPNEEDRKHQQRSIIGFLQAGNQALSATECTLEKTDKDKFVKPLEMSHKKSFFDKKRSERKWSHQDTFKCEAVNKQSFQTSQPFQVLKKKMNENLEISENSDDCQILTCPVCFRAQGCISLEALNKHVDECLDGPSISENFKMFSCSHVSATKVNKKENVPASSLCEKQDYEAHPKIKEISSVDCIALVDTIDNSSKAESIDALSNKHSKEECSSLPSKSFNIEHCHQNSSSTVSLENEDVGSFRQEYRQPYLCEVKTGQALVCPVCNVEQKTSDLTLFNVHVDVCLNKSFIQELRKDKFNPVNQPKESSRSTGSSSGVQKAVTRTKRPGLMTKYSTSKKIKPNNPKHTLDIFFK
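50 nM final substrate added after 15 min RT preincubation of 10 nM Pol kappa with compound; fluorescence read at 0 and 10 min.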
LDHA block – qHTS assay for inhibitors of human lactate dehydrogenase. activity change, % (values are at about 110 or 230 µM). hit rate 0.15% among 480,000. AID 1347041, 2019. purified LDHA, NADH/diaphorase-resazurin fluorescence; hits give low values; in the data active means activity change below about -30%; inconclusive means mostly about -25% to -30%;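 further: plate controls were DMSO wells for no effect and wells without enzyme for full effect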
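Enzyme activity of human lactate dehydrogenase 5 (2 nM; 0.06 mM NADH, 0.2 mM pyruvate, 5 min, RT) is measured via a resazurin/diaphorase fluorescence readout of residual NADH.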
APE1 inh – qHTS Assay for Inhibitors of the Human Apurinic/apyrimidinic Endonuclease 1 (APE1); recombinant APE1, TAMRA/BHQ-2 abasic DNA cleavage fluorescence; Potency, µM (doses to about 65.8 µM), without a hit: top-dose activity change, negative = inhibition, actives largely listed as inhibitors; hit rate 0.35% among 350,000; AID 2517, 2012;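 further: potency means the concentration at half of the fitted maximal effect; plate controls were vehicle for no effect and reference inhibitor for full effect; nearly all actives have a fitted effect of over 55% in size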
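Kinetic fluorescence read (525 ex/598 em nm, three reads 60 s apart) of AP-site incision; signal = third minus first read. Enzyme 0.75 nM, dual-labelled THF duplex 50 nM, compound preincubation 15 min RT.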
POLH inh – qHTS for Inhibitors of Polymerase Eta | recombinant Pol eta, fluorescent DNA replication assay | Potency, µM (doses to about 114 µM), without a hit: top-dose activity change, negative = inhibition, hits mostly inhibitors | hit rate 1.2% among 390,000 | AID 588591, 2011; further: potency means the concentration at half of the fitted maximal effect; on the % scale 0 is the no-effect control and ±100 the full control effect
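Pol eta at 10 nM preincubated with compounds 15 min at room temperature; reaction started with fluorescent substrate (50 nM final) and read kinetically at 0 and 10 min.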
POLB inh – qHTS Assay for Inhibitors of DNA Polymerase Beta; P06746; Pol beta primer extension/strand displacement, fluorescence kinetic; Potency, µM (highest dose often 114 µM), for inactives: at the highest dose activity change, negative = inhibition, actives largely listed as inhibitors; hit rate 1.3% among 340,000; further: potency means the concentration at half of the fitted maximal effect; on the % scale 0 is the no-effect control and ±100 the full control effect
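Human Pol beta at 10 nM; strand-displacement substrate 50 nM final. Compound exposure 15 min at room temperature before start, reaction 10 min at room temperature.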
Apoferritin bind – qHTS Assay for Identification of Novel General Anesthetics; Ferritin light chain (Equus caballus), P02791; hit rate 0.074% among 350,000; apoferritin/1-aminoanthracene competitive binding, fluorescence; Potency, µM (series often up to 77.5 µM), without a hit: top-dose activity change, negative = displacement, most hits filed as inhibitors; further: potency means the concentration at half of the fitted maximal effect; on the % scale 0 is the no-effect control and ±100 the full control effect; nearly all actives have a fitted effect of over 20% in size
Target sequence (P02791 2-175 limits assumed): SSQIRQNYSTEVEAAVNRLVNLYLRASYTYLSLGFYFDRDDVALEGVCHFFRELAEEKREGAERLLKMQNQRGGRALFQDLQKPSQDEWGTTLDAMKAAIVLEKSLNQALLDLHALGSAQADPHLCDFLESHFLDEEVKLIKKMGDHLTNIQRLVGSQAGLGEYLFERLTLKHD
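Read-out: endpoint 1-AMA fluorescence, excitation 380 nm and emission 535 nm, after compounds sit 10 min at room temperature with 10 uM horse-spleen apoferritin in 50% saturated 1-AMA/PBS. Values come from four-parameter Hill fits.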
Active calls of the source: *; u = inconclusive; x = not tested or not shown; & = joins results of further samples; [ ] = dose if it differs, or a comment. Unless noted, the call rests on the fitted dose curve; in most records, active means well fitted curve in the direction sought with a large enough effect; inconclusive means small, poorly fitted or top-dose-only effect, or another doubt; inactive means no such curve, though single readings can be large; an effect the other way counts as inactive or inconclusive. An excerpt (hit frequency here may not be typical).

SMILES,Pol kappa inh,Pol iota inh,APE1 inh,BLM helicase inh,LDHA block,POLH inh,Apoferritin bind,POLB inh,Glioma ERSR ind
COc1ccc(C2(C)NC(=O)N(CC(=O)Nc3ccc(Br)cc3F)C2=O)cc1OC (stereo not given),-3.7%,27.8%,27.6%,-4.8%,1.0,-18.6%,-7.1%,16.7%,-2.4%
O=C(CCCCCn1c(=S)[nH]c2ccc(N3CCOCC3)cc2c1=O)NCc1ccccc1Cl,-1.3%,84.6%[activator],-2.2%,-0.2%,-11.2,0.6%,2.7%,0.1%,-4.8%
O=c1c(Cc2ccccc2)c(O)c2cccc3c4c(n1c23)CCCC4,-2.7%,u,-0.1%,-3.9%,3.0,-20.3%,-8.1%,1.9%,-4.4%
Cc1ccsc1CN(C(=O)COc1ccc(Cl)cc1)C1CCS(=O)(=O)C1 (stereo not given),21.3%,7.5%,x,-4.3%,-7.4,x,-6.2%,-1.2%,x
COc1cccc(NC(CNS(=O)(=O)c2ccc(Cl)cc2)c2ccccc2)c1 (stereo not given),-2.7%,8.6%,x,-14.8%,6.6,x,10.9%,0.4%,x
CCCCN(C(=O)COc1ccc(NC(C)=O)cc1)C1CCS(=O)(=O)C1 (stereo not given),1.8%,-13.6%,1.7%,-2.5%,-2.2,-4.2%,1.0%,21.4%,-2.8%
CS(=O)(=O)Nc1cccc(-c2nc(N3CCNCC3)c3ccccc3n2)c1,-4.0%[60.1 µM],x,-2.1%,38.9%[activator],x,x,-1.9%,x,-0.8%
CCOC(=O)C1=C(COC(=O)c2sccc2C)NC(=O)NC1C (stereo not given),-12.2%,1.4%,-16.5%,x,-10.4,3.3%,x,x,-2.5%
Cc1n[nH]c(C)c1CCCCOc1ccccc1,-2.2%,73.4%[activator],-2.3%,-1.8%,-2.0,-14.1%,-23.4%,0.6%,-1.3%
O=C(O)c1cccnc1SCC(=O)C12CC3CC(CC(C3)C1)C2,-0.8%,5.8%,11.1%,-5.3%,-3.6,-5.6%,u,19.8%,0.6%
C[C@@H]1CN([C@H](C)CO)C(=O)c2cccc(NC(=O)NC3CCCCC3)c2O[C@@H]1CN(C)C(=O)Nc1ccc(C(F)(F)F)cc1,-17.1%,-5.5%,-35.4%,x,1.4,-18.0%,x,x,0.3%
COCCN(C(=O)c1csnn1)C(C(=O)NC1CCCCC1)c1ccccc1F (stereo not given),-1.5%,19.5%,-5.8%,-4.7%,-1.4,-2.2%,1.1%,4.7%,-6.9%
CCCCCCOc1ccc(N2C(=O)CC(SC(=NCC)NCC)C2=O)cc1 (stereo not given),9.8%,27.4%,1.5%,-3.5%,-4.6,-4.7%,0.1%,22.5%,-0.8%
CCC1CN(CC(=O)NCc2cccc(Br)c2)c2ccccc2S1 (stereo not given),-6.2%[60.1 µM],27.6%,x,-2.7%,0.2,-17.8%,33.8%[activator],-23.1%,-4.2%
CC(=O)Nc1cccc(NC(=O)CCN2C(=O)c3ccccc3S2(=O)=O)c1,-18.6%,2.1%,-4.5%,x,1.8,-3.0%,x,x,-4.1%
COc1ccc(C)cc1NC(=O)c1nn(C)cc1Br,-12.6%,1.8%,-4.9%,-4.2%,-0.5,-3.2%,-15.2%,4.2%,1.1%
CN1CCN(CC(=O)Nc2sc3c(c2C(=O)Nc2ccccc2)CCCC3)CC1,7.5%,13.0%,6.0%,0.5%,-5.7,0.4%,-7.6%,1.7%,-3.2%
CCN(CC)CCSc1nnc2c3ccccc3n(Cc3ccccc3)c2n1,-9.2%,-5.9%,-7.3%,106.3%[activator],-3.3,0.7%,u,-2.3%,-0.6%
CCc1ccccc1Nc1nc(N)nc(COC(=O)C2=COCCO2)n1,-1.7%,17.6%,-2.8%,x,-8.7,-2.5%,x,x,-0.7%
O=C(CN(c1ccccc1)S(=O)(=O)c1ccc(F)cc1)NC1CCCCCC1,-3.3%,-4.1%,32.1%[activator],-0.9%,1.7,-12.2%,-5.4%,-0.7%,-4.4%
O=[N+]([O-])c1cc([N+](=O)[O-])c(Oc2cccc3c2CCCC3)cc1NN1CCCCC1,-9.3%,-18.2%,x,x,-0.3,-12.0%,x,x,-1.9%
Cc1cccc(-c2noc(CCC(=O)NCC3CCCO3)n2)c1 (stereo not given),3.8%,22.7%,-2.3%,3.9%,-2.9,-7.4%,-11.8%,-11.7%,-2.3%
CC1CCCC(C)N1C(=O)CSc1nnc(COc2cccc3cccnc23)o1 (stereo not given),4.5%,47.7%[activator],17.7%,1.3%,-1.7,-7.2%,-7.2%,-26.8%,-4.4%
O=C(CNC(=O)c1ccco1)OCc1cccc(Cl)c1,-2.0%,-4.9%,0.7%,0.9%,-1.3,-10.4%,-16.8%,1.2%,-4.1%
Cc1cc(NC(=O)/C=C/c2ccccc2Cl)no1,-7.9%,-28.6%,-0.9%,-9.9%,-5.8,u,2.7%,1.8%,-1.6%
Cc1ccccc1NC(=O)Cc1ccccc1,-4.0%,32.1%[activator],-1.3%,2.6%,-1.3,-20.1%,-6.5%,18.4%,-4.1%
CCn1c(SCC(=O)c2ccc([N+](=O)[O-])cc2)nnc1-c1ccc(Cl)cc1,4.6%,17.8%,x,-3.7%,-3.7,-16.0%,-7.2%,-1.7%,-0.4%
NCCc1nnc(SCc2ccccc2F)o1,1.8%,1.9%,-1.9%,1.1%,-15.1,-10.8%,u,1.2%,-0.6%
CC(C)(C)c1ccc(C(=O)NCCCn2ccnc2)cc1,-2.8%,29.4%,-5.1%,-0.7%,-5.5,-7.9%,-16.9%,37.1%,1.8%
O=C(NCc1ccc(F)cc1)c1cccc(NC2=NC3CS(=O)(=O)CC3S2)c1 (stereo not given),-4.2%,-1.4%,47.6%[activator],-1.0%,-8.4,-10.3%,-5.8%,-9.4%,-1.9%
CC(C)(C)NC(=O)CSc1ncnc2c1nnn2Cc1ccccc1Cl,-3.3%,-3.8%,-3.6%,-7.5%,-5.5,3.0%,u,0.9%,-14.6%
O=C(CSc1nc2cc3ccccc3cc2[nH]1)Nc1ccc(F)cc1,-22.8%&-1.9%,u,-2.4%,-4.9%&-4.1%,-7.1&-1.1,-5.1%&-4.2%,-3.0%&-10.5%,-1.5%&18.5%,-1.5%&0.1%
COC(=O)c1c(S(N)(=O)=O)c2ccccc2n1C,-4.1%,6.3%,-2.3%,2.9%,-2.8,1.0%,-17.0%,-0.8%,-4.0%
C=CCc1ccc(OCCCCCN2CCOCC2)c(OC)c1,0.4%,8.9%,-7.1%,-5.6%,-11.6,-21.4%,-10.0%,-1.4%,-3.8%
COCCNC(=O)CN1N=C(c2ccc(C)cc2)CCC1=O,-12.8%,126.0%[activator],42.5%,-2.4%,-3.0,0.0%,-5.3%,0.5%,-0.5%
CCOc1nc(N2CCOCC2)nc(N2CCOCC2)n1,3.7%,101.9%[activator],2.9%,-11.8%,-4.6,-18.6%,-4.7%,23.6%,-0.3%
CC(C)(C)NC(=O)CN(C(=O)c1csnn1)c1cccc2c1CCCC2,4.6%,28.6%,5.9%,-2.8%,-0.5,-25.8%,-13.3%,17.8%,-2.0%
CN(Cc1ccccc1)S(=O)(=O)c1ccc(NC(=O)C2CCCCC2C(=O)O)cc1 (stereo not given),1.4%,4.5%,13.2%,x,0.2,-7.4%,x,x,-5.2%
CCN(CC)CCNc1nc2cc(OC)c(OC)cc2c2nc(-c3ccccc3)nn12,-16.0%,u,5.7%,10.3%,-2.7,-11.1%,-7.7%,u,-1.7%
CC1CC(C)CN(S(=O)(=O)c2ccc(C(=O)N3CCOCC3)cc2)C1 (stereo not given),-7.0%,57.2%[activator],-12.4%,-3.9%,-5.3,-7.1%,-7.2%,32.2%,-2.7%
CCOC(=O)C1CCCN(c2c(NCCN(CC)c3ccccc3)c(=O)c2=O)C1 (stereo not given),-17.2%,10.3%,4.2%,-2.9%,-4.7,-15.8%,-5.0%,-0.4%,-4.9%
Cc1ccc(Nc2ncccc2C(=O)O)cc1C,-6.0%,-0.9%,-11.4%,-5.3%&5.0%,-4.5,-5.5%,-9.9%,-21.0%,-1.5%&6.2%
COc1ccccc1Nc1nc2ccc(Cl)cc2nc1-n1nc(C)cc1C,13.7%,2.4%,x,-3.5%,-0.7,-12.7%,36.3%[activator],6.0%,6.0%
O=c1c2ccccc2c(C=Nc2cccc(S(=O)(=O)NC3=NCCCCC3)c2)c(O)n1Cc1ccccc1,-9.1%,u,12.8%,-12.4%,-1.7,u,8.0%,-0.3%,-2.5%
C=CCC[C@H](Cc1ccc(F)cc1)C(=O)OC[C@@H]1CCCN1C(=O)[C@@H](CC=C)CC(=O)NCCO,8.1%,23.7%,-2.9%,x,0.4,-16.7%,x,x,-5.2%
COc1cc(C(=O)NCC(c2ccco2)N2CCCC2)ccc1OCc1ccccc1 (stereo not given),-6.5%,-7.2%,28.5%,x,-5.4,-15.6%,x,x,-3.9%

In the list so far, these contain two or more sulfur atoms.
SMILES,Pol kappa inh,Pol iota inh,APE1 inh,BLM helicase inh,LDHA block,POLH inh,Apoferritin bind,POLB inh,Glioma ERSR ind
Cc1ccsc1CN(C(=O)COc1ccc(Cl)cc1)C1CCS(=O)(=O)C1 (stereo not given),21.3%,7.5%,x,-4.3%,-7.4,x,-6.2%,-1.2%,x
O=C(NCc1ccc(F)cc1)c1cccc(NC2=NC3CS(=O)(=O)CC3S2)c1 (stereo not given),-4.2%,-1.4%,47.6%[activator],-1.0%,-8.4,-10.3%,-5.8%,-9.4%,-1.9%
